Assay outcomes (PubChem BioAssay)
APOBEC3A inh: blocks human APOBEC3A ssDNA deamination; recombinant A3A, FAM/TAMRA ssDNA deamination fluorescence; 330,000 compounds, 0.41% hits; P31941; inhibition, % at 20 µM;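 active = at least 40% inhibition at 20 µM here, with at most 30% in a related deaminase screen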;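 also: plate controls were A3A with DMSO for no effect and wells lacking A3A enzyme for full effect; some results filed as inactive read as strong as hits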
Target sequence (P31941 whole entry, looked up): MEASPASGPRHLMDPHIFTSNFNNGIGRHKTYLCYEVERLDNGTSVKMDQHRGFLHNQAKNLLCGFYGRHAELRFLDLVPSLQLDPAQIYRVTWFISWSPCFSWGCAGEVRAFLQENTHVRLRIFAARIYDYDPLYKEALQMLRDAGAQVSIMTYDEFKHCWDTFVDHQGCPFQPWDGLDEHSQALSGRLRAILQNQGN
CCR6 antag: CCR6 (human) receptor antagonism; P51684; CHO-K1 CCR6 PathHunter beta-arrestin, luminescence, CCL20-stimulated; inhibition, % at 20 µM; 340,000 compounds, 0.49% hits; AID 493098;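 active = compounds whose inhibition of the agonist-driven luminescence signal at 20 µM reaches about 50%, limit read from the data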;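 also: cells stimulated with CCL20 at 14 nM final; plate controls were DMSO with CCL20 for no effect and DMSO without agonist for full effect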
Target sequence (P51684 whole entry, looked up): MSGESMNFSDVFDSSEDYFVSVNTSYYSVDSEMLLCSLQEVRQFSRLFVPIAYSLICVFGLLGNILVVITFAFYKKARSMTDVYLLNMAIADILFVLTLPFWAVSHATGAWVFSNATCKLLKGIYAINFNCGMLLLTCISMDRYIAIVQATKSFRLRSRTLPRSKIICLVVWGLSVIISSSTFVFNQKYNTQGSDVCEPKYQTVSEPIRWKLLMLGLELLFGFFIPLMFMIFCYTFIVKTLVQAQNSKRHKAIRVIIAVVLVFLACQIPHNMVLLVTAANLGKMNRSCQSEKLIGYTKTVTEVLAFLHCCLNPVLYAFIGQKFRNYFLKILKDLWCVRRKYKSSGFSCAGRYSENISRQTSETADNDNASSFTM
EBI2 block: antagonists of human EBI2 receptor. P32249. EBI2 beta-arrestin recruitment, luminescence, 7a,25-OHC stimulated. inhibition, % at 5 µM. 360,000 compounds, 0.81% hits; in the data active = inhibition above about 38%;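 also: enzyme fragment complementation signal reports receptor beta-arrestin coupling in cells; 0% = agonist plus DMSO wells and 100% = wells without agonist; some results beyond the cut were filed as inactive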
CXCR6 inh: inhibitors of human CXCR6 receptor; O00574; CHO-K1 PathHunter CXCR6 beta-arrestin, luminescence; inhibition, % at 20 µM; 360,000 compounds, 0.36% hits; AID 602244; in the data active = inhibition above about 34%, passing the limit was not always enough;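 also: antagonist mode with CXCL16 agonist at 10 nM final; 0% = 10 nM CXCL16 with DMSO and 100% = unstimulated wells without agonist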
MPTP inh: inhibitors of mitochondrial permeability transition pore. AID 602449. 360,000 compounds, 1.4% hits. inhibition, % at 10 µM. isolated mouse mitochondria, Ca2+ swelling absorbance, 30 min;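 active = inhibition of 50% or more, scaled per plate between neutral and stimulator controls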;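 also: 0% = DMSO wells given calcium and 100% = 1 mM EGTA wells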
GRIN3A LBD mod: modulators (binders) of human NR3A ligand-binding domain | NR3A LBD differential scanning fluorimetry, Tm shift; 0% = protein alone, 100% = glycine-bound protein | Tm shift relative to glycine control, % at 25 µM | 340,000 compounds, 2.5% hits;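 active = melting temperature shift of at least 10% of the positive control shift, at one fixed dose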
Gli-Sufu block: blocks Gli-Sufu signaling in a luciferase reporter | 340,000 compounds, 0.74% hits | inhibition, % at 5 µM | AID 588413 | Sufu-KO-LIGHT fibroblasts, Gli luciferase reporter luminescence;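 active = inhibition above about 55%, limit read from the data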;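 also: 0% = DMSO-treated cells and 100% = wells with medium but no cells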
APOBEC3G inh: APOBEC3G (human) deaminase inhibition. 330,000 compounds, 0.28% hits. recombinant A3G, ssDNA deamination FAM/TAMRA fluorescence. Q9HC16. AID 493012. inhibition, % at 20 µM;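 active = inhibition of at least 40% at 20 µM, with no more than 30% in the related APOBEC3A deaminase screen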;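 also: plate controls were DMSO wells with A3G for no effect and wells lacking A3G enzyme for full effect; some compounds called inactive have numbers as strong as hits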
Target sequence (Q9HC16 whole entry, looked up): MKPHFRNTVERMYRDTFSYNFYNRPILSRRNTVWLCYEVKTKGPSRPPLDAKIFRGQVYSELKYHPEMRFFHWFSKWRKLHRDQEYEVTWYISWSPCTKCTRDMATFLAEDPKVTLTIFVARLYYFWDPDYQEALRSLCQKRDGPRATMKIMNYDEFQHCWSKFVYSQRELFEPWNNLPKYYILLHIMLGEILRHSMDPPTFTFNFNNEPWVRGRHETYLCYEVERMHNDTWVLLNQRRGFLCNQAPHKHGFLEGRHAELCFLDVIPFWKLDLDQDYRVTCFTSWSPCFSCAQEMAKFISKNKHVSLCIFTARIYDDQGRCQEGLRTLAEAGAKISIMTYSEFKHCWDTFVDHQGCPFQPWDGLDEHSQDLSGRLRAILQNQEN
* hit, by the source's call; . = no result given.

SMILES	APOBEC3A inh	CCR6 antag	EBI2 block	CXCR6 inh	MPTP inh	GRIN3A LBD mod	Gli-Sufu block	APOBEC3G inh
Cc1ccc(S(=O)(=O)NCCCNC(=O)c2ccccc2)cc1	-5	-2	-3	-7	1.8	1	-3	-7
Cc1noc(C)c1COC(=O)CCc1nc2ccccc2c(=O)[nH]1	-1	6	12	-4	-2.0	21*	-8	-2
COc1ccccc1NC(=O)C(=O)NNS(=O)(=O)c1ccc2ccccc2c1	-5	6	-11	-4	1.8	-6	8	-3
Cc1ccc(NC(=O)N2CCCC2C(=O)Nc2ccc3c(c2)OCO3)cc1 (centres undefined)	-4	7	10	5	0.7	-2	22	-11
COc1cc(C(c2sc3nc(C)nn3c2O)N2CCc3ccccc3C2)cc(OC)c1OC (centres undefined)	-5	10	-6	2	-1.5	1	0	-3
O=C(c1ccccc1)c1ccccc1C(=O)N1CCOCC1	-6	0	-2	7	1.2	-1	3	-2
CCN(CC)c1nc(Oc2ccc(C(=O)OC)cc2)nc(N2CCOCC2)n1	-3	6	9	1	1.8	-1	10	-4
O=C(CSc1ccccc1)N1CCN(c2ccccn2)CC1	-4	6	40	-11	2.1	-1	-18	-6
COc1ccc(C(C(=O)NC2CCCCC2)N(C(=O)c2ccccn2)c2cccnc2)cc1 (centres undefined)	4	3	9	4	-2.9	0	6	13
N#Cc1ccc(-c2ccc(C3Nc4ccccc4C(=O)N3O)o2)cc1 (centres undefined)	1	13	7	7	0.3	-3	0	9
CC(C)OCCCNC(=O)Nc1cccc2ccccc12	-1	-23	-3	2	-1.3	1	-2	-5
CCc1nc2sc3ccccc3c(=O)c2c(=O)n1Cc1ccco1	24	25	0	-11	0.0	-4	15	27
C1=CN2CCC1C(c1ccccc1)C2 (centres undefined)	-3	3	-3	6	3.1	0	0	-5
O=C(c1ccc([N+](=O)[O-])cc1)N1CCN(Cc2ccccc2[N+](=O)[O-])CC1	-3	5	21	4	3.1	-2	11	-7
Cc1ccc(S(=O)(=O)N2CCC(C(=O)Nc3cccnc3)CC2)cc1	-3	7	4	-4	-0.7	2	3	-4
COC(=O)c1ccc(COC(=O)c2ccc(SC)cc2OC)cc1	-2	3	10	7	1.1	7	-29	-3
Cc1noc(N)c1C(=O)Nc1ccc(C(C)(C)C)cc1	-1	-5	-2	-10	-0.1	0	-67	-1
CCOc1c2ccc(C(=O)NCc3ccc4c(c3)OCO4)cc2nn1C	11	-2	-3	3	0.2	1	-6	-1
COc1cccc(N2C(=NC(=O)C3CCCO3)SC3CS(=O)(=O)CC32)c1 (centres undefined)	3	17	0	4	-0.5	0	-54	22
CC(C)(C)NC(=O)C(=O)NNC(=O)c1ccco1	0	15	4	3	2.4	-6	-3	-8
Cc1[nH]n(-c2ccccc2)c(=O)c1C=Nc1ccc(S(=O)(=O)N(C)C)cc1	-1	10	-6	3	1.9	-4	2	-3
Cc1cc(C)nc(N2CCC(C(=O)NC3CCCc4ccccc43)CC2)n1 (centres undefined)	3	-8	-7	0	1.2	-1	7	3
CCOC(=O)C(NCCc1ccccc1)(NC(C)=O)C(F)(F)F (centres undefined)	-3	1	-2	3	0.6	-8	23	0
CN(C)c1ccc(CNc2ncn[nH]2)cc1	0	10	-20	4	0.9	0	-5	-1
C=CC[C@@H](CC(=O)N[C@H](CO)Cc1ccccc1)C(=O)NC[C@@H](OC(=O)[C@@H](CC=C)Cc1ccc(F)cc1)c1ccccc1	-4	4	19	1	2.8	0	6	-8
CCn1nnnc1SCC(=O)NCc1cccs1	0	-8	6	-2	1.7	-1	1	-1
COc1cc(CN2CCNC(=O)C2CC(=O)N2CCCN(C(C)=O)CC2)cc(OC)c1 (centres undefined)	2	6	3	0	1.3	0	2	-4
NS(=O)(=O)c1cnccc1Nc1ccc(Cl)c(Cl)c1	2	21	-5	8	0.3	2	8	-1
CCOC(=O)c1c(N)nn(C(=O)CC)c1-c1ccccc1	-2	5	1	-4	1.5	0	16	-1
CC(C)(C)n1nnnc1C(c1ccc(Cl)cc1)N(Cc1cccnc1)Cc1ccco1 (centres undefined)	0	21	25	13	-9.7	-3	36	-6
COc1ccc(C(=O)Nc2cccc(/C(C)=N\NC(=O)c3ccoc3C)c2)cc1OC	-3	-7	-14	-7	1.0	3	-4	-9
Cc1cn([C@H]2C[C@H](O)[C@@H](CCC(=O)NCCN3CCCCC3)O2)c(=O)[nH]c1=O	0	21	-2	-2	3.5	-1	0	-2
Cn1cc(Br)c(C(=O)N2CCCCCC2)n1	-2	3	-3	0	-0.7	0	-4	-2
C[C@H](NC(=O)c1nc[nH]c1C(=O)N1CCNCC1)C(=O)OC(C)(C)C	-4	4	-5	-5	0.1	1	25	-10
CC(C)Oc1ccc(C(=O)N2CCCc3ccccc32)cc1	-2	5	-1	-3	1.7	1	-5	22
O=C(OCC(=O)N1CCc2ccccc21)c1ccc[n+]([O-])c1	1	-1	-7	-3	-1.1	1	-11	2
Cc1ccc(S(=O)(=O)Nc2ccc3nc(C)oc3c2)cc1	.	-6	9	0	6.2	11*	24	.
Cc1ccc(NC(=O)C2CCC(CNC(=O)[C@@H]3Cc4ccccc4CN3)CC2)c(C)c1 (some centres undefined)	-6	13	-7	-2	-0.6	1	0	-8
CN(CC(=O)NC1CCN(Cc2ccccc2)CC1)S(=O)(=O)c1ccc(Cl)s1	1	14	2	-6	0.6	0	5	-5
COc1ccc(OC)c(/C=C/C(=O)NC2=NCCS2)c1	2	13	-8	-4	-0.2	0	-45	-12
CCN1C(=O)CC(C(=O)Nc2ccc(F)cc2)SC1=Nc1ccc2c(c1)OCO2 (centres undefined)	6	-10	0	-2	-2.7	-7	6	5
O=C(CNC(=O)c1ccc(Cl)cc1)OCC(=O)N1CCCC1	-2	3	-7	-1	0.0	-2	-9	-9
O=C(CN1C(=O)C2CC=CCC2C1=O)NCc1ccc2c(c1)OCO2 (centres undefined)	-1	1	-13	-5	-4.2	0	-5	-5
N#Cc1cc([N+](=O)[O-])ccc1NCCCn1ccnc1	-2	17	-4	6	-0.8	1	12	-8
CN(C)S(=O)(=O)c1ccc(Cl)c(NC(=O)COC(=O)CCC2CCCCC2)c1	-1	17	3	5	-1.6	-14	-1	0
COc1cccc(NC(=O)c2sc3ncn(CC(=O)N4CCN(c5ccccn5)CC4)c(=O)c3c2C)c1	-8	0	-7	2	1.1	-5	-5	-9
Nc1cc(C(=O)O)ccc1Sc1ccccc1C(=O)O	3	5	-8	-12	-1.2	3	-5	3
O=C(COC(=O)c1ccc(CN2CCCC2=O)cc1)Nc1ccc(F)cc1	-4	5	-12	-6	-3.2	-1	-7	-4
COc1ccc(N(C(=O)CNC(=O)c2cccs2)C(C(=O)NC2CCCC2)c2ccncc2)cc1 (centres undefined)	-2	4	-6	4	-4.1	0	-3	-8
CN(C)CCNc1ncnc2c1sc1nc(N3CCCC3)c3c(c12)CC(C)(C)OC3	5	4	7	2	0.6	0	-1	-5
CCOC(=O)CSc1nnc(-c2ccccc2)c(-c2ccccc2)n1	.	17	8	3	0.3	-2	1	.
C=CCOc1ccccc1CN1CCC(n2nccc2NC(=O)C2CC2)CC1	-5	-2	-6	-1	-0.4	0	1	-3
COc1ccc(NC(=O)CN2CCN(C(=S)NC3CCCC3)CC2)cc1	-4	-8	3	-10	-1.0	1	9	-5
Cc1nc2ccc(NS(=O)(=O)c3ccccc3Cl)cc2s1	1	-3	-10	-6	0.7	-1	-3	-5
CCN(CC)Cc1c(O)ccc2c(=O)c(-c3ccccc3OC)coc12	-5	-1	-8	0	0.1	-1	-26	-6
Cc1ccc(NS(=O)(=O)c2ccc(C(=O)N3CCN(c4ccccn4)CC3)cc2)cc1	-4	-8	14	-1	19	0	37	-3
O=c1oc(-c2ccccc2NS(=O)(=O)c2ccc(Cl)cc2)nc2ccccc12	-3	-9	-6	-8	13	4	4	-8
S=C(NCCOCCOCCNC(=S)Nc1ccccc1)Nc1ccccc1	-2	2	-9	3	2.5	0	4	-6
CCOc1ccccc1NC(=O)Cn1ncc2ccc([N+](=O)[O-])cc21	-3	12	0	3	0.8	1	0	-5
S=c1[nH]c2cc(-c3ccccc3)ccc2o1	2	-6	2	-1	-0.5	.	-7	0
Further compounds.
SMILES	APOBEC3A inh	CCR6 antag	EBI2 block	CXCR6 inh	MPTP inh	GRIN3A LBD mod	Gli-Sufu block	APOBEC3G inh
CC1=C(C(=O)OC2CCCC2)C(c2coc3ccccc3c2=O)C2=C(CCCC2=O)N1 (centres undefined)	-4	2	29	-10	-1.5	-4	15	-17
COc1ccc(NC(=O)c2sc(-c3ccccc3)nc2C)c(OC)c1	-3	6	6	8	0.8	2	6	-7
CCN1/C(=C2\OC(=S)N(C)C2=O)Sc2ccccc21	2	1	-10	3	13	1	-58	3
O=C1CC2CS(=O)(=O)CC2N1c1ccc(Oc2ccccc2)cc1 (centres undefined)	2	-13	-11	10	-0.8	-2	-9	1
CCc1ccc2c(c1)c1nnc(NN)nc1n2C	0	12	9	14	0.3	2	-7	11
CO[C@H]1O[C@H](C)[C@@H](O)C[C@H]1NC(=O)OCc1ccccc1	-2	12	0	8	1.6	4	-1	-4
O=C(Nc1ccc(OC(F)F)cc1)c1ccccn1	1	6	1	10	1.9	-1	1	-1
Cc1nc(Cc2nnc(SCC(=O)N3CCN(c4ccc(F)cc4)CC3)o2)cs1	-3	1	-8	10	-2.4	0	2	-6
CC(OC(=O)c1cc(S(=O)(=O)N(C)C)ccc1N1CCCC1)C(=O)NCc1ccccc1 (centres undefined)	-3	6	9	3	-1.3	-4	-3	-8
COc1ccc(C(=O)NCCCCCC(=O)N/N=C/c2ccco2)cc1OC	0	1	0	4	2.6	0	-4	-1
CCCCC(=O)Nc1cccc(C(=O)Nc2ccccc2C(=O)O)c1	4	4	7	0	0.1	-9	8	0
Cc1ccsc1-c1nc(CN2C[C@@H](C)O[C@@H](C)C2)c(C)o1	-3	8	-5	9	-0.8	0	-26	-8
Nc1nc2n(n1)C(c1cccs1)CC(c1ccc(Br)cc1)N2 (centres undefined)	-3	6	24	4	0.9	3	-1	-6
COC(=O)c1cccc(NC(=O)CN2CCOCC2)c1	1	9	-8	-3	-0.3	5	2	-6
Cc1ccc2c(c1)NC(=O)C(CC(=O)NCCCN1CCCC1=O)O2 (centres undefined)	3	16	3	-4	0.1	1	-9	12
Cc1ccc(OCCC(=O)OCC(=O)Nc2ccc3c(c2)OCCO3)cc1	0	3	-7	1	0.3	0	-4	-5
O=C1Nc2ccccc2C1=Nc1cccc([N+](=O)[O-])c1	7	20	-7	7	-1.0	8	-18	2
Cc1cc(C(=O)CN2C(=O)NC3(CCCc4ccccc43)C2=O)c(C)n1C (centres undefined)	2	-3	-3	2	-0.9	-1	4	-5
Nc1nc(-c2ccccc2)c(CCCNc2ccccc2)c(=O)[nH]1	.	7	4	0	2.3	-4	-13	.
O=C(O)CC(Cc1ccc(Br)cc1)C(=O)O (centres undefined)	-3	4	-6	5	-9.2	-1	4	-2
Cc1cccc(C)c1NC(=O)CNC(=O)C(C)NC(C)c1ccccc1Br (centres undefined)	-2	7	-2	-2	-2.4	1	-7	0
